Source: PubChem BioAssay
ASAP1 GAP inh = inhibitors of human ASAP1 ArfGAP activity, primary screen, biochemical, fluorescence polarization; Arf-GAP with SH3 domain, ANK repeat and PH domain-containing protein 1 (Homo sapiens), …; ASAP1-stimulated ARF1 GTP hydrolysis, GDP FP detection; inhibition, % at 16.5 µM; actives 0.19% (n = 360,000); in the data active = inhibition above about 25%;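 also: 0% = vehicle with enzyme and substrate and 100% = no enzyme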
LEDGF integ inh = blockers of LEDGF/p75-dependent integrase strand transfer – biochemical, TR-FRET, high throughput, primary screen | TR-FRET IN-LEDGF/p75 DNA integration, Eu/Cy5 | inhibition, % at 3.7 µM | actives 0.64% (n = 370,000);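 active = inhibition above the screen-wide mean plus 3 SD, cut at about 13% in these data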;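 also: signal is the Cy5 over europium emission ratio at 671 and 618 nm; 0% = plate median of compound wells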
TDP2 absorb = human TDP2 enzyme inhibitors, primary screen, biochemical, epi absorbance, recombinant enzyme | Tyrosyl-DNA phosphodiesterase 2 (Homo sapiens), O95551 | T5PNP hydrolysis, p-nitrophenol absorbance 415 nm | inhibition, % at 12.8 µM | actives 0.34% (n = 370,000) | AID 720702, 2013;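 active = inhibition above the mean of all tested compounds plus 3 SD, set per campaign, cut at about 25% in these data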;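 also: 0% = DMSO with enzyme and 100% = buffer with substrate but no TDP2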
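Test system: Human TDP2 enzyme | Reagent: 5 mM T5PNP | Compound dosing: 12.8 µM single point, 1% DMSO | Incubation: Enzyme reaction with compound for 2 h at 37 °C | Technique: p-Nitrophenol epi absorbance | Read-out: % inhibition relative to enzyme-containing and enzyme-free wells | Benchmarks: High control without enzyme, low control DMSO plus TDP2 | Replicates: Singlicate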
DDE Tn6 FP inh = inhibitors of Tn6 peptide binding to fibrin DD(E), primary screen, biochemical, fluorescence polarization, human fibrin, Tn6 probe. Fibrinogen beta chain (Homo sapiens), P02675. Fibrin DD(E) TRITC-Tn6 fluorescence polarization displacement. inhibition, % at 8.3 µM. actives 0.21% (n = 370,000). AID 720509, 2013;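 active = inhibition above a per-campaign cutoff: mean of compounds within control limits plus 3 SD, cut at about 15% in these data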;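 also: 0% = median of all compound wells on the plate and 100% = blocking peptide control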
DDE Tn7 FP inh = inhibitors of Tn7 peptide binding to fibrin DD(E), primary screen, biochemical, fluorescence polarization, human fibrin, Tn7 probe | Fibrinogen beta chain (Homo sapiens), P02675 | FP displacement of FITC-Tn7 peptide from fibrin DD(E); 0% = median of compound wells per plate | inhibition, % at 8.3 µM | actives 0.13% (n = 370,000) | AID 720508, 2013;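 active = inhibition above the mean of compounds falling within the control limits plus 3 SD of them, cut at about 14% in these data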;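 also: 0% = plate median of compound wells and 100% = 10 µM Aha-Tn7 peptide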
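Test system – human fibrin DD(E) · Times – 10 min preincubation, 3 h with tracer, room temperature · Detection – fluorescence polarization of the labelled Tn7 tracer · Measure – percent inhibition normalized to high-control wells · Benchmarks – high control wells with 10 µM unlabelled Aha-Tn7 peptide (full inhibition) · Repeats – singlicate testing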
PLCg1 inh = PLC-gamma1 enzyme inhibitors, primary screen, biochemical, fluorescence, purified enzyme; inhibition, % at 12.2 µM; 1-phosphatidylinositol 4,5-bisphosphate phosphodiesterase gamma-1 (Homo sapiens), P19174; fluorogenic substrate; actives 0.84% (n = 370,000); in the data active = inhibition above about 9.5%
Target sequence (P19174 whole entry, looked up): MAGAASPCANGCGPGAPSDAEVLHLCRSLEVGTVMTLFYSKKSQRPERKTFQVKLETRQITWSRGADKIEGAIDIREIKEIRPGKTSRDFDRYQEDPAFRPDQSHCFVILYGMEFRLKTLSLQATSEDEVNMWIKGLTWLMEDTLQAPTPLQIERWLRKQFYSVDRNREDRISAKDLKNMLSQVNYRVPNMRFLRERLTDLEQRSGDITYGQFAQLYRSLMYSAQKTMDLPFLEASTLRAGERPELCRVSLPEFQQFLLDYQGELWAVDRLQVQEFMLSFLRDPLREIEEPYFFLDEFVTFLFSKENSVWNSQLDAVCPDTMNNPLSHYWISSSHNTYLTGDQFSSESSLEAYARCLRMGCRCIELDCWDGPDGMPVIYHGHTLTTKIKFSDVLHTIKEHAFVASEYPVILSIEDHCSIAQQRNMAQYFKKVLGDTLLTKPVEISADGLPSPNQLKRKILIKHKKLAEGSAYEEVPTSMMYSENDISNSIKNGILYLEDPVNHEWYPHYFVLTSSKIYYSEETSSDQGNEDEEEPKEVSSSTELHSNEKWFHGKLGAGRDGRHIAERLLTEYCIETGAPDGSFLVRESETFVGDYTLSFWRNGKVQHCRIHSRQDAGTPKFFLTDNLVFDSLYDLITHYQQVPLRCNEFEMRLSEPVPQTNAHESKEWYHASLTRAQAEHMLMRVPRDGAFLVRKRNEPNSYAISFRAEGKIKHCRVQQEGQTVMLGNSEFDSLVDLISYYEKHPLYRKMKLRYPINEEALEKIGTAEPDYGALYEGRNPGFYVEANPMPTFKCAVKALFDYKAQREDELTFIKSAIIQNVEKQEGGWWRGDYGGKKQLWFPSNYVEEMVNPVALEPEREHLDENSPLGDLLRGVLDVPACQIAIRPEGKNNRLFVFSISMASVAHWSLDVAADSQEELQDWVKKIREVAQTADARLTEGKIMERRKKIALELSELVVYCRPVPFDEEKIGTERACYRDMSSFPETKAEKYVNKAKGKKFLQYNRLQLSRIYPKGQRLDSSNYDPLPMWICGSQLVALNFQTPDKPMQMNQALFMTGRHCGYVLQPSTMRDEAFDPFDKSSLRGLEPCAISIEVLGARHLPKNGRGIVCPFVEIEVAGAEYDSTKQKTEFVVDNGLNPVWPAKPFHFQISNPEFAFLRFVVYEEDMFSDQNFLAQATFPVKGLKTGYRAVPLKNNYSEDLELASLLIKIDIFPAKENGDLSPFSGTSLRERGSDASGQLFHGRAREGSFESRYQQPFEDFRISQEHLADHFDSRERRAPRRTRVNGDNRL
ARFGAP1 inh = inhibitors of rat ARFGAP1 GAP activity, primary screen, biochemical, fluorescence polarization, GDP tracer | AID 651572, 2012 | Arfgap1-stimulated ARF1 GTP hydrolysis, GDP FP detection | inhibition, % at 16.5 µM | ADP-ribosylation factor GTPase-activating protein 1 (Rattus norvegicus), Q62848 | actives 0.26% (n = 360,000);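 active = inhibition above a per-plate limit, mean inhibition of low control wells plus 3 SD, cut at about 25% in these data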;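 also: 0% = DMSO wells with enzyme and 100% = wells lacking Arfgap1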
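Assay system: purified rat His6-Arfgap1 residues 1-136 (GAP domain); Reagent: human Δ17 ARF1 bound to GTP; Dosing: 16.5 µM single point, 1.26% DMSO; Times: GTP hydrolysis reaction 2 h at 25 °C; Signal: FP, GDP Alexa 633 tracer displaced from anti-GDP antibody, 620/688 nm; Measure: % inhibition from polarization.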
ADAM17 inh = ADAM17 inhibitors, primary screen, biochemical, QFRET; recombinant ADAM17, EDANS/DABCYL FRET peptide cleavage; Disintegrin and metalloproteinase domain-containing protein 17 (Homo sapiens), P78536; actives 0.83% (n = 370,000); inhibition, % at 6.95 µM;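 active = inhibition above the mean of compounds lying between control limits plus 3 SD, set per campaign, cut at about 8.5% in these data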;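 also: 0% = DMSO-only wells as the low control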
ADAM10 inh = human ADAM10 inhibitors, primary screen, biochemical, QFRET, HTS; recombinant ADAM10, EDANS/DABCYL FRET peptide cleavage, 3 h; Disintegrin and metalloproteinase domain-containing protein 10 (Homo sapiens), O14672; AID 720582, 2013; inhibition, % at 7 µM; actives 0.62% (n = 370,000);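 active = inhibition above a per-campaign cutoff equal to the mean of compounds falling between control-based bounds plus 3 SD, cut at about 20% in these data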;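 also: 0% = DMSO wells while the 100% control is not disclosed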
proKLK7 act = proKLK7 zymogen activators, primary screen, biochemical, fluorescence intensity. actives 0.9% (n = 370,000). purified proKLK7, EDANS-DABCYL substrate fluorescence; 100% is mature enzyme control, 0% vehicle. activation, % at 7 µM. AID 652039, 2013;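 active = activation above the mean of all tested compounds plus 3 SD, computed per campaign excluding outliers beyond control limits, cut at about 13% in these data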
Active calls of the source: *; i = inactive.

1. COc1ccc(CNC(=O)C2CCCN(S(=O)(=O)c3c(C)n[nH]c3C)C2)cc1 (centres undefined)
2. O=[N+]([O-])c1cc(C(F)(F)F)ccc1N1CCN(CCO)CC1
3. COc1ccc(NC(=O)c2cccc(Cl)c2)c[n+]1[O-]
4. CCn1c(C)c(C(C)=O)c(N2CCN(C(c3ccccc3)c3ccccc3)CC2)nc1=S
5. CCNc1nc(SC(C)C(=O)Nc2ccccc2)nc(N(C)C)n1 (centres undefined)
6. O=C(COC(=O)c1ncc(Cl)c(Cl)c1Cl)NC1CCS(=O)(=O)C1 (centres undefined)

entry no.,1,2,3,4,5,6
ASAP1 GAP inh,-13,11,8,-8,-9,3
LEDGF integ inh,-3,-1,1,2,-1,-1
TDP2 absorb,-6,-1,-12,-2,-6,4
DDE Tn6 FP inh,6,0,6,1,5,-1
DDE Tn7 FP inh,-5,-3,-10,-2,3,-9
PLCg1 inh,1,2,3,-2,-1,-1
ARFGAP1 inh,14,3,4,-9,-2,9
ADAM17 inh,1,0,-1,0,-2,5
ADAM10 inh,-6,-6,11,3,2,-8
proKLK7 act,0.2,-0.5,-0.2,-0.4,0.0,-0.3

7. Cc1ccc(/C=N/NC(=O)c2ccc3nc[nH]c3c2)o1
8. COc1ccc(CNC(=O)c2ccc(Br)cc2)cc1
9. Cc1nc2scc(C)n2c(=O)c1S(=O)(=O)Nc1ccc(F)cc1
10. O=C(Cc1nnc(NC(=O)c2ccccc2)s1)N/N=C\c1ccc(O)c(O)c1
11. O=[N+]([O-])c1ccccc1S(=O)(=O)Nc1ccc(-c2ccc3nncn3n2)cc1
12. C/C(N)=C(/C#N)C(=O)COC(=O)c1ccc(O)cc1

entry no.,7,8,9,10,11,12
ASAP1 GAP inh,0,16,10,3,21,-7
LEDGF integ inh,-3,2,2,16*,3,-3
TDP2 absorb,-12,8,-6,-7,5,-1
DDE Tn6 FP inh,-11,4,2,-1,-9,-6
DDE Tn7 FP inh,-3,1,-2,-9,-4,-4
PLCg1 inh,1,1,0,-8,0,1
ARFGAP1 inh,15,-2,9,11,-6,17
ADAM17 inh,-2,-2,-1,1,-3,-1
ADAM10 inh,0,1,1,-3,4,1
proKLK7 act,-1.0,0.3,-0.3,-2.5,0.2,-0.3

13. CNC(=O)c1c(NC(=O)c2ccc(S(=O)(=O)N3CC(C)OC(C)C3)cc2)sc2c1CCN(C(C)C)C2 (centres undefined)
14. COc1cccc(CN(C(=O)c2cccc(OC)c2)C2CCS(=O)(=O)C2)c1 (centres undefined)
15. C=CCNC(=O)c1cn(CC)c2cc(N3CCN(C(=O)c4ccco4)CC3)c(F)cc2c1=O
16. CC(C)C[C@H](NC(=O)c1nc[nH]c1C(=O)NCCCCCNC(=O)OC(C)(C)C)C(=O)OC(C)(C)C
17. CCOc1ccccc1N(CC(=O)NCCSc1ccccc1)S(C)(=O)=O
18. CCCNC(=O)C1(C)CCCN(C(=O)c2c(F)ccc(C)c2F)C1 (centres undefined)

entry no.,13,14,15,16,17,18
ASAP1 GAP inh,1,11,-2,2,12,-3
LEDGF integ inh,1,-7,1,1,1,4
TDP2 absorb,6,-13,-8,-12,8,4
DDE Tn6 FP inh,1,1,-2,-2,-4,2
DDE Tn7 FP inh,8,0,2,-9,-2,-1
PLCg1 inh,-76,-2,-310,-3,-1,0
ARFGAP1 inh,26*,12,8,-2,7,-4
ADAM17 inh,0,-1,-178,9.8*,1,-7
ADAM10 inh,0,-7,i,23*,2,-9
proKLK7 act,6.0,0.2,-1.1,-0.8,0.4,-0.3

Values by screen from the list.
ASAP1 GAP inh for entries 13 to 18 → 1, 11, -2, 2, 12, -3

Next structures
19. Cc1cc(C)n(-c2nc(SCC(=O)N3CCCC3)c3c4c(sc3n2)CCCC4)n1
20. O=C(O)c1cc(-c2ccc(Cl)cc2)n(-c2ccccc2)n1
21. O=C(CN1C(=O)/C(=C\c2ccc(C(F)(F)F)cc2)Sc2ccccc21)NCc1ccco1
22. CC(Oc1ccc(C(C)(C)C)cc1)C(=O)NC1CC(C)(C)NC(C)(C)C1 (centres undefined)
23. Cc1cc(C(=O)CN2C(=O)C(=O)N(Cc3ccccc3)C2=O)c(C)n1Cc1ccccc1
24. CCC(C(=O)Nc1c[nH]c(=O)[nH]c1=O)c1ccccc1 (centres undefined)

entry no.,19,20,21,22,23,24
ASAP1 GAP inh,-10,-11,3,-5,12,-4
LEDGF integ inh,0,2,-2,0,3,-1
TDP2 absorb,1,-3,-16,0,5,-9
DDE Tn6 FP inh,0,5,-3,6,1,4
DDE Tn7 FP inh,6,0,-7,2,1,-4
PLCg1 inh,2,1,-27,5,-5,3
ARFGAP1 inh,-2,7,6,15,-8,5
ADAM17 inh,1,2,8,-3,3,1
ADAM10 inh,2,-8,11,10,3,6
proKLK7 act,-0.2,-0.4,0.6,0.4,-0.7,0.1

25. C[C@@H](NCCCn1cnc2c(OCc3ccccc3)ncnc21)c1cccc2ccccc12
26. CC1CCCC12NC(=O)NC2=O (centres undefined)
27. CC(C)c1ccc(/C=C2\SC(=O)N(CC(=O)NCCCn3ccnc3)C2=O)cc1
28. COc1ccc(CCNC(=O)CC(C)S(=O)(=O)c2ccc3c(c2)NC(=O)CO3)cc1OC (centres undefined)
29. CC(C)C[C@H](NC(=O)N1CC(=O)Nc2ccccc21)C(=O)N[C@@H](C(=O)O)c1ccccc1
30. Cc1c(Br)c([N+](=O)[O-])nn1CC(=O)Nc1sc2c(c1C(=O)OC(C)C)CCC(C)C2 (centres undefined)

entry no.,25,26,27,28,29,30
ASAP1 GAP inh,-3,-9,-16,2,-3,12
LEDGF integ inh,-2,-3,1,0,-4,5
TDP2 absorb,8,13,-6,0,-9,-23
DDE Tn6 FP inh,-3,-2,1,1,-3,0
DDE Tn7 FP inh,3,2,3,4,0,-5
PLCg1 inh,1,3,-2,-1,-2,4
ARFGAP1 inh,1,-5,6,-2,-12,13
ADAM17 inh,-4,-6,3,4,-4,2
ADAM10 inh,-7,-7,0,-2,-1,8
proKLK7 act,0.2,-0.6,-0.2,-1.1,0.8,0.0

31. CCc1cc2ccc(C)cc2nc1SCC(=O)N1CCN(C(=O)c2ccco2)CC1
32. COc1cccc(C2C3(C#N)C(N)=NC(OC)(OC)C23C#N)c1 (centres undefined)
33. COCCCNC(=O)CC1Oc2ccccc2NC1=O (centres undefined)
34. CCCCn1nnnc1NCc1ccc(N2CCCC2)cc1
35. CC(C)[C@H](NC(=O)c1ccco1)C(=O)OCc1cc(=O)n2c(n1)sc1ccccc12
36. Cc1ccc2oc3c(c(=O)c2c1)C(c1cccc(Cl)c1)N(CCCN1CCOCC1)C3=O (centres undefined)
37. COc1ccc(NC(=O)C2CCN(C(=O)NC3CCCCC3)CC2)c(OC)c1
38. Cc1ccc2oc(=O)n(CCOc3ccccc3C)c2c1

entry no.,31,32,33,34,35,36,37,38
ASAP1 GAP inh,1,8,5,-18,1,3,-1,-3
LEDGF integ inh,4,-2,3,3,4,2,1,-3
TDP2 absorb,-1,1,5,6,4,2,-2,-3
DDE Tn6 FP inh,0,1,0,-1,5,3,-4,-3
DDE Tn7 FP inh,-6,0,4,5,-1,-6,1,2
PLCg1 inh,2,-10,3,-11,-4,-14,-1,0
ARFGAP1 inh,9,4,-5,2,-5,0,2,1
ADAM17 inh,1,-6,0,0,-5,-4,-5,-2
ADAM10 inh,3,-21,-1,4,-3,-31,-8,5
proKLK7 act,-0.2,-0.7,-0.1,0.1,0.2,-0.9,-0.5,0.3

Ordered by the number under ADAM17 inh (ascending): 5 from the list above.
cpd	Compound	ADAM17 inh
18	CCCNC(=O)C1(C)CCCN(C(=O)c2c(F)ccc(C)c2F)C1 (centres undefined)	-7
37	COc1ccc(NC(=O)C2CCN(C(=O)NC3CCCCC3)CC2)c(OC)c1	-5
22	CC(Oc1ccc(C(C)(C)C)cc1)C(=O)NC1CC(C)(C)NC(C)(C)C1 (centres undefined)	-3
10	O=C(Cc1nnc(NC(=O)c2ccccc2)s1)N/N=C\c1ccc(O)c(O)c1	1
21	O=C(CN1C(=O)/C(=C\c2ccc(C(F)(F)F)cc2)Sc2ccccc21)NCc1ccco1	8
